Assay outcomes deposited in PubChem by The Scripps Research Institute Molecular Screening Center.
GPR151 activ: activators of human GPR151 | Q8TDV0 | activation, % at 11.2 µM | PathHunter beta-arrestin GPR151 cells, luminescence | 1% of 650,000 active; in the data active = activation above about 4.9%;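 note: 0% = median of compound wells and 100% = cells with positive control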
Target sequence (Q8TDV0 whole entry, looked up): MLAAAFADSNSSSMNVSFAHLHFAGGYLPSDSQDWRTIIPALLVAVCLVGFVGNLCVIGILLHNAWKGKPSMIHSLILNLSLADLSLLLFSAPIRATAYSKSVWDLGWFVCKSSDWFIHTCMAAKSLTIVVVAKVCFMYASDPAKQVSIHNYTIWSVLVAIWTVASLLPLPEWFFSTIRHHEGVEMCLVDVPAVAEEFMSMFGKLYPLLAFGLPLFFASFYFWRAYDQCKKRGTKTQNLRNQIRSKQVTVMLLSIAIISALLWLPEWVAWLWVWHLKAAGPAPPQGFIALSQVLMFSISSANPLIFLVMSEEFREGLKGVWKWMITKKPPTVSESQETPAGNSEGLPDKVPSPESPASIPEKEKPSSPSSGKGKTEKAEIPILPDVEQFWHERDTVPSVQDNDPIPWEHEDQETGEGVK
MITF primary: inhibitors of human MITF | O75030 | AlphaScreen MITF homodimerization, bead proximity signal | inhibition, % at 2.6 µM | 0.91% of 650,000 active; in the data active = inhibition above about 50%;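 note: 0% = vehicle wells with protein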
Target sequence (O75030 whole entry, looked up): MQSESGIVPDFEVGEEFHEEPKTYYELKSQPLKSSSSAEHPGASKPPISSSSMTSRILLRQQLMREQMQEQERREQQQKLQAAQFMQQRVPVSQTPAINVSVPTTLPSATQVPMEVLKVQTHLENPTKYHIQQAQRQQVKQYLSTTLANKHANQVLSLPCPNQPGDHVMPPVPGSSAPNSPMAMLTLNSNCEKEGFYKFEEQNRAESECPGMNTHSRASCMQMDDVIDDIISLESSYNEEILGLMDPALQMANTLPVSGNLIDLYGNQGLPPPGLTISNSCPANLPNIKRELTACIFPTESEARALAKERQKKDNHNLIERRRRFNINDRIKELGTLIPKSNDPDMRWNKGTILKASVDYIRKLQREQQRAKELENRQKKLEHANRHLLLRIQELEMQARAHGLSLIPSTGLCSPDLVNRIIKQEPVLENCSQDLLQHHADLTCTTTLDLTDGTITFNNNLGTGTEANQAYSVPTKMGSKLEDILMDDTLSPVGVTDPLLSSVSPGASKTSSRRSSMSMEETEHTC
FBW7 activator: activators of human E3 ligase FBW7; 0.13% of 650,000 active; AlphaScreen FBW7–phospho-cyclin E peptide binding, activator screen; normalized activity (activation), % at 26.1 µM; Q969H0; AID 1259310; in the data active = normalized activity above about 1.9%;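 note: purified mutant Fbw7 with reduced substrate affinity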
TEAD-YAP inh: TEAD-YAP interaction inhibition | 1.4% of 640,000 active | AID 1259422 | inhibition, % at 9.12 µM | HEK-TIYL cells, TEAD-Gal4/YAP UAS-luciferase luminescence; in the data active = inhibition above about 32%;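 note: 0% = median of test compound wells and 100% = reference inhibitor wells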
Starred values were filed as active, the others as inactive; & = joins results of further samples.

The line under a structure holds: GPR151 activ	MITF primary	FBW7 activator	TEAD-YAP inh
- CCC(C)NC(=O)c1ccccc1NC(=O)CN(c1ccc(C)cc1)S(C)(=O)=O (centres undefined)
 : -1.0	-3.4	0.0	1.0
- C[C@@H](c1ccccc1)n1c(=O)[nH]c2ncc(-c3cccnc3)nc21
 : 0.8	14.5	-0.6	-1.3
- Cc1ccc(N2CCN(S(=O)(=O)c3cccc4cccnc34)CC2C)cc1 (centres undefined)
 : 0.0	3.5	0.0	-1.1
- N#Cc1cc([N+](=O)[O-])ccc1NC(=O)CCl
 : 0.7	-2.9	-0.1	-4.9
- O=C1CN(Cc2ccccc2)C(=S)N1c1ccc(Oc2ccccc2)cc1
 : -1.5	-8.7	0.1	-7.1
- Cc1ccc(/C=C2/SC(=Nc3ccccc3Cl)NC2=O)cc1
 : 1.0	-0.7	0.0	37.2*
- CCOC(=O)c1cnc2c(C)cc(C)cc2c1Nc1ccc(C)cc1
 : 0.0	3.3	-0.2	-10.3
- COc1cccc(OC)c1C(=O)NCC(c1ccc2c(c1)CCCN2C)N1CCCCC1 (centres undefined)
 : 2.1	1.7	-0.1	5.7
- Cc1ccc(-n2[nH]c(C)c(/C=N/c3ccccn3)c2=O)cc1
 : -2.9&-2.0	-7.3&1.0	-0.3&-0.3	4.9&1.5
- Cc1nnc(N/N=C/c2cccc(Cl)c2Cl)n1N
 : 0.6	6.1	-0.4	12.8
- N=C1S/C(=C\c2ccccc2F)C(=O)N1c1ccc(F)cc1
 : 0.2	2.2	-0.1	2.2
- CCN(CC)CCNc1nc2c(c(=O)[nH]c(=O)n2C)n1CC(O)COc1ccc([N+](=O)[O-])cc1 (centres undefined)
 : 1.4	-18.1	-0.1	-0.5
- CCC1(c2ccccc2OC)C(=O)Nc2ccccc21 (centres undefined)
 : -0.4	10.8	0.0	8.4
- O=C(c1ccccc1)N1CCN(c2ccc(F)cc2)CC1
 : 0.5	0.1	0.1	0.0
- CCc1ccc(NC(Nc2ccc(CC)cc2)=C(S(=O)(=O)CC)S(=O)(=O)CC)cc1
 : -0.8	8.7	-0.2	-3.4
- CCn1c(=NC(=O)CN2C(=O)c3ccccc3C2=O)sc2c(C)ccc(OC)c21
 : 0.1	9.6	0.2	1.8
- Cc1cc(O)c(C(C)C)cc1NS(=O)(=O)c1cccc([N+](=O)[O-])c1
 : 0.2	-1.9	-0.1	4.8
- CCCCc1ccc(N2CC(C(=O)Nc3ccccc3C(=O)OC)CC2=O)cc1 (centres undefined)
 : -1.3	15.9	0.1	0.5
- COc1ccc(C2C(C(=O)Nc3ccc(OC)c(OC)c3)CCC(=O)N2c2ccc(OC)cc2)cc1 (centres undefined)
 : 0.8	8.1	0.3	5.6
- COc1ccccc1-c1ccc(SCC(=O)Nc2cccc(C(C)=O)c2)nn1
 : -2.1	11.9	0.2	9.8
- COc1cccc(C2/C(=C(\O)c3ccccc3)C(=O)C(=O)N2c2nc3ccccc3s2)c1 (centres undefined)
 : 1.3	-3.0	-0.2	0.2
- Cc1ccc(C(=O)NCCCN2CCOCC2)c(C)c1
 : 0.5	-8.2	-0.1	-19.0
- CCC(=O)NNC(=O)CSc1nc2c(C)cc(C)cc2cc1CC
 : -0.7	14.7	-0.1	-5.9
- O=C(CSc1nc2ccccc2n1-c1ccccc1)NCCc1ccccc1
 : 0.2	-12.9	0.1	-6.0
- COc1cc(CN2CCN(Cc3ccc4c(c3)OCO4)CC2)cc(Br)c1O
 : -1.1	43.1	0.2	11.9
- Cn1c(=O)c2cc(C(=O)NCc3ccccc3)sc2n(C)c1=O
 : 0.0	9.4	0.9	3.1
- CC1CC(C)CN(C(=O)c2ccc(S(=O)(=O)Cc3cccc(F)c3)c([N+](=O)[O-])c2)C1 (centres undefined)
 : 2.9	13.4	0.1	8.4
- CN(C)CCN(C)Cc1ccccc1F
 : 0.6	52.6*	-0.2	-1.6
- O=C(Nc1ccc2nc(SCc3ccc(Br)cc3)sc2c1)c1ccccc1Cl
 : 0.9	12.9	0.1	6.1
- CCCn1c(=NC(=O)c2cc(OC)cc(OC)c2)c(C(=O)OCC)cc2c(=O)n3ccccc3nc21
 : -1.4	-16.5	0.1	-4.1

Among those listed so far, these contain an aryl thioether with sulfur outside any ring.
The line under a structure holds: GPR151 activ	MITF primary	FBW7 activator	TEAD-YAP inh
- COc1ccccc1-c1ccc(SCC(=O)Nc2cccc(C(C)=O)c2)nn1
 : -2.1	11.9	0.2	9.8
- CCC(=O)NNC(=O)CSc1nc2c(C)cc(C)cc2cc1CC
 : -0.7	14.7	-0.1	-5.9
- O=C(CSc1nc2ccccc2n1-c1ccccc1)NCCc1ccccc1
 : 0.2	-12.9	0.1	-6.0
- O=C(Nc1ccc2nc(SCc3ccc(Br)cc3)sc2c1)c1ccccc1Cl
 : 0.9	12.9	0.1	6.1

The results go on.
The line under a structure holds: GPR151 activ	MITF primary	FBW7 activator	TEAD-YAP inh
- CCn1c2cc(C)oc2c2cn[nH]c(=O)c21
 : -0.1	7.7	0.1	2.1
- COc1cccc(CNc2nc(C)c(-c3ccn(CCN4CCOCC4)n3)s2)c1
 : 0.0	-7.3	0.3	-4.9
- Cc1ccc2c(c1)CN(CC(=O)N1CCCCC1c1ccccn1)CC(C)O2 (centres undefined)
 : 3.8	3.1	-0.1	-10.6
- O=C(CSc1nnc(Cc2cc(=O)[nH]c(=O)[nH]2)n1-c1ccccc1)N1CCCC1
 : -0.7	-11.5	-0.1	0.1
- CCOC(=O)C1(CCCc2ccccc2)CCN(C(=O)NC2CCS(=O)(=O)C2)CC1 (centres undefined)
 : 0.4	-5.4	-0.2	-4.0
- CCCOc1ccc(-c2cc(C(=O)N3CCCCCC3)c3ccccc3n2)cc1
 : 0.0	17.9	0.4	-5.5
- CC(C)OC(=O)CSc1nc2ccccc2n1CC(=O)N1CCc2ccccc21
 : 4.2	14.4	-0.3	-3.2
- O=C(Nc1cnn(Cc2ccc(F)cc2)c1)c1cc(C2CC2)on1
 : -1.2	15.2	-0.1	13.5
- N#CC1=C(N)Oc2n[nH]c(-c3ccc(Br)cc3)c2C1c1cccc(OC(=O)c2cccs2)c1 (centres undefined)
 : -1.9	10.2	0.0	7.3
- Cc1cc(C)nc(SCC(=O)N(c2ccccn2)c2ccccn2)n1
 : 0.1	4.8	-0.2	-1.5
- CCOC(=O)c1c(NC(=O)C(C)Sc2nnc(CNC(=O)c3ccc([N+](=O)[O-])cc3)n2-c2ccccc2OC)sc2c1CCC2 (centres undefined)
 : 1.7	-9.0	-0.1	-2.9
- COC(=O)c1ccccc1NC(=O)NNC(=O)c1ccccc1-n1cccc1
 : -1.1	15.1	-0.2	2.5
- O=C1c2ccccc2-c2nc3ccc(Cl)cc3nc21
 : -0.4	0.8	0.0	-24.9
- Cc1c(C(=O)Nc2c(F)cccc2F)sc2ncn(CC(=O)N3CCC(C)CC3)c(=O)c12
 : -0.2	3.0	-0.1	6.1
- COc1ccc(C2CCN(C(=O)NCc3ccc(Cl)cc3)C2)cc1 (centres undefined)
 : -0.3	-0.2	0.0	5.2
- Cc1nn2c(C(F)(F)F)c3c(nc2c1-c1ccc(Cl)cc1)CCCC3
 : -0.5	11.4	0.3	2.3
- Cc1cc(NC(=O)c2cc(F)c(F)cc2Cl)no1
 : 0.0	9.2	0.1	0.7
- O=C(O)c1cc(Cl)c(Cl)cc1C(=O)Nc1ccccc1
 : -0.5	1.1	0.7	1.2
- C=CCNC(=S)NNC(=O)c1csc(C)c1C
 : 0.0	0.1	-0.1	-7.3
- Fc1ccc2c(c1)/C(=N/Nc1ccccn1)CCS2
 : -1.0	7.3	-0.6	-28.2
- COc1ccc(N(CC(=O)NCCSC(C)(C)C)S(C)(=O)=O)cc1
 : 2.0	11.9	0.7	1.1
- COc1ccccc1NC(=O)NCCn1nc(C)cc1C
 : 0.6	0.7	0.0	2.6
- CCCOc1ccc(C2Oc3ccc(Br)cc3C3CC(c4ccc(OC)cc4)=NN32)cc1 (centres undefined)
 : -0.8	16.3	0.1	-48.1
- COCCNC(=O)c1c[nH]c2ccc(S(=O)(=O)N(C)c3ccc(Cl)cc3)cc2c1=O
 : -0.3	-4.0	-0.1	-0.7
- CCOC(=O)COc1cc2oc(=O)cc(C)c2cc1[N+](=O)[O-]
 : -1.3	0.4	0.0	9.7
- COCCOC(=O)C1=C(C)NC2=C(C(=O)CC(C)(C)C2)C1c1cccs1 (centres undefined)
 : 0.7	5.0	0.0	5.7
- Cc1cc(C)nc(SCc2nnc(SCC(N)=O)n2Cc2ccco2)n1
 : -0.9	-5.2	0.1	-5.3
- Cc1ccc(S(=O)(=O)N2CCN(S(=O)(=O)c3ccc(F)cc3)CC2)cc1
 : -0.6	6.2	0.2	-0.7
- O=C(CCC(=O)N1CCc2ccccc2C1)Nc1nc(-c2cc3ccccc3oc2=O)cs1
 : -1.6	5.3	-0.1	17.2
- CCOC(=O)C1=NNC2C(=O)N(c3ccccc3C)C(=O)C12 (centres undefined)
 : 0.5	10.2	0.0	-2.9

Later entries.
Molecule	GPR151 activ	MITF primary	FBW7 activator	TEAD-YAP inh
Cc1ccc2nc(-c3ccc(NC(=S)NC(=O)c4oc5ccccc5c4C)cc3)sc2c1	-1.6	7.3	0.1	-3.0
COc1ccccc1OCCNC(=O)Nc1cccc(Cl)c1	0.4	5.0	-0.1	-3.9
O=C(O)c1ccccc1C(=O)Nc1ccccc1O	0.7	16.4	0.1	4.8
O=C(N/C(=C\c1cccc([N+](=O)[O-])c1)C(=O)N(CCO)CCO)c1ccco1	0.0	13.7	-0.1	-1.4
COCCCN1C(=O)C2C(C(=O)Nc3ccc(Cl)cc3)C3C=CC2(O3)C1C(=O)NC1CCCC(C)C1C (centres undefined)	0.2	-1.4	-0.1	-3.4
Cc1ccc(C2C3=C(CCCC3=O)OC3=C2C(=O)CCC3)o1	-0.8	13.5	0.0	2.7
O=C(Nc1ccc2oc(-c3ccc(F)cc3)nc2c1)c1ccc([N+](=O)[O-])cc1Cl	-0.1	8.2	0.3	4.4
O=C(CN1C(=O)c2ccccc2C1=O)Nc1nc2ccc(Br)cc2s1	-0.5	0.4	-0.1	9.3
CCc1ccccc1N(CC(=O)Nc1cc(C(=O)OC)ccc1Cl)S(C)(=O)=O	-1.1	-16.7	0.1	5.8
COc1cccc(/C=C2\C(=O)NC(=O)N(c3ccc(C)cc3)C2=O)c1OC(C)C	1.7	-9.0	0.1	1.1
CCCCc1ccc(NC(=O)COc2ccc(C3CCCCC3)cc2)cc1	-0.9	3.7	-0.1	-7.6
CCOc1ccccc1NC(=O)C(=O)NC1CC1	0.6	4.2	0.0	24.1
CN1CCC(N(C)C(=S)Nc2ccc(F)cc2)CC1	-1.2	-4.3	-0.2	-4.3
Cc1ccc(NC(=O)C2C3/C=C\CCCCC32)cc1C (centres undefined)	0.0	-18.8	0.0	-16.5
Cc1cc(C)c(-c2csc(NC(=O)c3ccc(S(=O)(=O)N4CCc5ccccc5C4)cc3)n2)c(C)c1	0.7	14.7	-0.1	4.1
Cc1ccccc1C(NC(=O)C1CCN(S(=O)(=O)c2ccccc2)CC1)c1ccccn1 (centres undefined)	0.1	-19.1	0.1	-1.1
CCOC(=O)C1CCCN(CCC(=O)Nc2ccc3c(c2)OCO3)C1 (centres undefined)	-0.9	15.5	-0.2	1.8
O=C(Nc1cccc2ccc(-n3ccnc3)nc12)C1(c2ccccc2)CCOCC1	-0.1	6.7	-0.2	-11.1
Cc1ccccc1C(=O)NC1(C(F)(F)F)C(=O)Nc2c1c(=O)[nH]c(=O)n2C (centres undefined)	0.5	7.4	-0.1	-6.8
CCOc1ccc(NC(=O)C2CC2(c2cccc(C)c2)c2cccc(C)c2)cc1 (centres undefined)	-0.2	7.5	0.0	5.3
CC1CN(C(=O)Cn2ncc3cccn3c2=O)CC(C)O1 (centres undefined)	-0.6	1.4	0.1	-3.0
COc1ccc(-c2csc(N3N=C(c4cccs4)CC3c3ccc(OC)c(OC)c3)n2)cc1Br (centres undefined)	0.2	10.2	0.3	4.1
Cc1cc(C)n(-c2cc(N3CCN(S(=O)(=O)c4ccccc4Cl)CC3)nc(C)n2)n1	1.5	-2.3	0.1	-0.5
O=C(Cn1nnc2c(cnn2-c2ccccc2)c1=O)NCc1ccco1	-0.6	14.3	0.3	0.9
CC(SCc1nc2scc(-c3ccccc3)c2c(=O)[nH]1)C(=O)O (centres undefined)	-0.8	27.5	0.2	-5.5
CCCn1c(SCC(=O)Nc2ccccc2C)nc2c(oc3ccccc32)c1=O	-0.1	-1.9	-0.1	-1.7
O=C(Cc1c(F)cccc1Cl)Nc1cc(C(=O)N2CCCC2)ccc1N1CC2CC(C1)c1cccc(=O)n1C2 (centres undefined)	-0.5	-1.6	0.0	-4.2
CCOC(=O)c1ccc(N2N=C(C)/C(=C/c3cccn3-c3ccc(S(N)(=O)=O)cc3)C2=O)cc1	-1.1	15.5	-0.1	-4.0
CCN(CC)C(=O)/C(=C/c1ccc(F)cc1)NC(=O)c1ccccc1	1.5	-7.7	-0.1	1.3
Cc1ccc(-n2c(SCC(=O)N3CCC(C)CC3)nc3n[nH]c(C)c3c2=N)cc1C	-0.2	11.5	0.3	20.0
O=C(O)CCC(=O)N1CCC(c2nnc(-c3ccccc3)o2)CC1	-2.1	1.7	-0.2	-1.6
